Glioma ERSR ind: qHTS for Inducers of the Endoplasmic Reticulum Stress Response (ERSR) in Human Glioma: qHTS; U87-MG GRP78 promoter luciferase reporter, 16 h; Potency, µM, for the others: top-dose activation, actives largely listed as activators; actives 0.02% (n = 420,000); note: potency is the fitted concentration of half-maximal effect; series mostly up to about 76 µM; % of control where 0% means no effect; nearly all actives have a fitted effect of over 35% in size
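Stably transfected U87-MG human glioma cells carrying a GRP78-based luminescent sensor were seeded at 1000 cells/well, pin-dosed with compounds and incubated 16 h. Luciferase reagent was then added, and end-point luminescence was read after 10 min at room temperature.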
RXFP1 ag: qHTS Assay for Agonists of the Relaxin Receptor RXFP1 | Relaxin receptor 1 (Homo sapiens), Q9HBX9 | HEK293T-RXFP1 cAMP TR-FRET, 30 min; response scale: percent of porcine relaxin response, buffer zero | Potency, µM (series often up to 57.5 µM), for inactives: top-dose activation, most hits filed as activators | actives 0.3% (n = 370,000) | AID 2676, 2010; note: potency is the fitted concentration of half-maximal effect; % is set by controls: 0 for no effect and ±100 for the full control effect; nearly all actives have a fitted effect of over 60% in size; many of its hits are not listed in these tables
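cAMP rise read by TR-FRET after 30 min, 37C compound exposure (up to 58 uM) in RXFP1-transfected HEK293 cells with Ro 20174 present. EC50 from Hill-equation fits, with 29 nM porcine relaxin as 100% and buffer as basal.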
Vif-APOBEC3G blk: qHTS for Inhibitors of Vif-A3G Interactions: qHTS; HeLa A3G-eYFP + Vif (tagged APOBEC3G with the HIV-1 protein that degrades it), YFP fluorescence, overnight; Potency, µM (doses to about 46.1 µM), for inactives: top-dose activity, negative = active, actives largely listed as inhibitors; actives 0.076% (n = 410,000); AID 602310, 2012;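 note: potency is the fitted concentration of half-maximal effect; % is set by controls: 0 for no effect and ±100 for the full control effect; nearly all actives have a fitted effect of over 60% in size; hits raise eYFP signal because A3G escapes Vif-driven loss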
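HeLa cells stably expressing Vif and C-terminally eYFP-tagged A3G, seeded overnight at 37 deg C, then exposed to compound by pintool overnight at 37 deg C. Rise in yellow fluorescence (Ex 488/Em 500-530, Acumen) marks blocked Vif-driven A3G degradation.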
USP1-UAF1 inh: Inhibitors of USP1/UAF1: Primary Screen | AID 743255, 2014 | Potency, µM (highest dose often 57.1 µM), inactives show top-dose activity change, negative = inhibition, hits mostly inhibitors | recombinant USP1/UAF1, Ub-Rhodamine cleavage fluorescence | actives 0.23% (n = 390,000); note: potency is the fitted concentration of half-maximal effect; % is set by controls: 0 for no effect and ±100 for the full control effect; nearly all actives have a fitted effect of over 60% in size; inactives centre near -12
Target sequence (O94782 whole entry, looked up): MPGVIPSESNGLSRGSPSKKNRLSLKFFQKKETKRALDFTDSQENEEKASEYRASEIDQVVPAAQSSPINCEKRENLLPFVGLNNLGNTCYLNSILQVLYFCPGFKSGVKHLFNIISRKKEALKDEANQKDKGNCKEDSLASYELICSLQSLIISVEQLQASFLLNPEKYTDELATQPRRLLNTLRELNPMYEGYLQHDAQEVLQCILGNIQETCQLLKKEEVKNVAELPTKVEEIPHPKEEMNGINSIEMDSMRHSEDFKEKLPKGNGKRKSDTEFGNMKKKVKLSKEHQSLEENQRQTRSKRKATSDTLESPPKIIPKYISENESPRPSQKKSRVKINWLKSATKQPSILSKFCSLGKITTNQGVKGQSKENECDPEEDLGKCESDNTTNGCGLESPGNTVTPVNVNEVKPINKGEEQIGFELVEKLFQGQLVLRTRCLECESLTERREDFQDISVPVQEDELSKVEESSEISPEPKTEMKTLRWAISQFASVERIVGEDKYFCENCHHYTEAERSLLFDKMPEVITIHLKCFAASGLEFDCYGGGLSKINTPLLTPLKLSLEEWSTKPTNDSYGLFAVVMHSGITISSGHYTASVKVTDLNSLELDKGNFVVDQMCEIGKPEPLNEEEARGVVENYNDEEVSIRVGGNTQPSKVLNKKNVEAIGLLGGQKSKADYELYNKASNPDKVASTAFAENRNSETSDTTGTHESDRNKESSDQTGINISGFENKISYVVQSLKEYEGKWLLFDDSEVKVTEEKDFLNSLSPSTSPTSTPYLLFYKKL
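Step one: compound is pinned into 1nM USP1/UAF1 in HEPES pH 7.8 buffer with TCEP. Step two: 15 min room-temperature incubation. Step three: Ub-Rho (150nM final) starts cleavage, tracked by fluorescence over six one-minute reads.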
TrxR1 substrate: qHTS Assay for Substrates of Mammalian Selenoprotein Thioredoxin Reductase 1 (TrxR1): qHTS; Thioredoxin reductase 1, cytoplasmic (Rattus norvegicus), O89049; purified TrxR1 substrate turnover, NADPH consumption readout; Potency, µM (titrated, usually from 114 µM), for the others: top-dose activity change, negative = substrate turnover; actives 0.01% (n = 390,000); AID 588456, 2011; note: potency is the fitted concentration of half-maximal effect; % is set by controls: 0 for no effect and ±100 for the full control effect; nearly all actives have a fitted effect of over 50% in size
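Rat TrxR1, dispensed at 90 nM, was prereduced with 400 uM NADPH (final) for 5 min at ~22 deg C, then incubated with compound 15 min before 400 uM selenite. A first-read NADPH fluorescence drop versus no-compound background flagged substrates.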
PI4K2A block: qHTS for small molecular inhibitors of PI4K2A. purified PI4K2A, ADP-Glo luminescence, 1 h; stronger effect = lower value. actives 0.13% (n = 420,000). activity change, negative = inhibition, % at 76.9 µM. Phosphatidylinositol 4-kinase type 2-alpha (Homo sapiens), Q9BTU6; in the data active = activity change below about -50%; inconclusive = mostly about -30% to -49%;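 note: -100% = wells without enzyme as full effect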
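ADP-Glo luminescence measured ADP generated by PI4K2A enzyme (4 ug/mL before mixing) with 1.2 mM PI substrate (pre-mix) and 300 microM ATP (pre-mix). Tris pH7.5 buffer with MgCl2, Triton X-100; 1 h reaction at ambient temperature.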
Vif-A3F inh: qHTS for Inhibitors of Vif-A3F Interactions: qHTS; HeLa A3F-eYFP + Vif (tagged APOBEC3F with the HIV-1 protein that degrades it), YFP fluorescence increase; Potency, µM (highest dose often 46.1 µM), inactives show at the highest dose activity, negative = active; AID 602313, 2012; actives 0.2% (n = 390,000); note: potency is the fitted concentration of half-maximal effect; % of control where 0% means no effect; nearly all actives have a fitted effect of over 65% in size
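HeLa cells stably expressing Vif plus C-terminally eYFP-tagged A3F were seeded, incubated overnight at 37 deg C, dosed with compound, incubated overnight again at 37 deg C. Yellow fluorescence (Ex 488/Em 500-530) reported blocked Vif-mediated A3F-eYFP degradation.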
IDH1 R132H inh: qHTS for Inhibitors of mutant isocitrate dehydrogenase 1 (IDH1): qHTS; Isocitrate dehydrogenase [NADP] cytoplasmic (Homo sapiens), O75874; IDH1-R132H enzyme, NADPH consumption, diaphorase/resazurin fluorescence; Potency, µM (titrated, usually from 76.6 µM), without a hit: at the top dose activity change, negative = inhibition, most hits filed as inhibitors; actives 0.093% (n = 390,000); note: potency is the fitted concentration of half-maximal effect; % is set by controls: 0 for no effect and ±100 for the full control effect; nearly all actives have a fitted effect of over 65% in size
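IDH1-R132H (0.5 ug/mL) preincubated 30 min with compound, then NADPH (0.016 mM) and alpha-KG (2 mM) added; 80 min at RT, pH 7.5. Remaining NADPH coupled via diaphorase/resazurin to fluorescence (540/590 nm); concentration-response curves normalized to no-enzyme control.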
LDHA inh: qHTS assay for inhibitors of human lactate dehydrogenase. activity change, % (values are at about 110 or 230 µM). purified LDHA, NADH/diaphorase-resazurin fluorescence; stronger effect = lower value. actives 0.15% (n = 480,000). L-lactate dehydrogenase A chain (Homo sapiens), P00338; in the data active = activity change below about -30%; inconclusive = mostly about -25% to -30%;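 note: plate controls were DMSO wells for no effect and wells without enzyme for full effect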
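Human LDH5 at 2 nM final in Tris HCl pH 7.4 with 0.06 mM NADH and 0.2 mM pyruvate, reacted 5 minutes at room temperature. Remaining NADH coupled via diaphorase/resazurin; resorufin fluorescence read at 0 and 20 minutes, normalized to enzyme-free and DMSO wells.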
* = called active by the depositor; & = joins results of further samples; [ ] = another dose, or the depositor's remark. Unless noted, calls come from the whole dose curve; as a rule, active = well fitted curve in the direction sought with a large enough effect; inconclusive = small, poorly fitted or top-dose-only effect, or another doubt; inactive = no such curve, though single readings can be large; an effect the other way counts as inactive or inconclusive. These rows are one share of the data. The share of hits here may be higher or lower than overall.

`COc1cccc(C(c2ccccc2)N2C3CCC2CN(S(=O)(=O)c2ccc(F)cc2)CC3)c1` (stereo not drawn) gave Glioma ERSR ind -5%, RXFP1 ag 1.0%, Vif-APOBEC3G blk 3%, USP1-UAF1 inh -18%, TrxR1 substrate -6%, PI4K2A block 3, Vif-A3F inh 4%, IDH1 R132H inh 3% and LDHA inh -2.
Screening Cc1ccc(C(=O)Nc2ccccc2F)cc1S(=O)(=O)N1CCOCC1 returned Glioma ERSR ind 2%, RXFP1 ag 0.4%, Vif-APOBEC3G blk -2%, USP1-UAF1 inh 1%, TrxR1 substrate 6%, PI4K2A block -6, Vif-A3F inh 1%, IDH1 R132H inh 36% and LDHA inh -9.
For O=C1NC(Cc2ccc(O)cc2)c2nc3cc(Cl)ccc3c(=O)n2-c2ncccc21 (stereo not drawn) the results were Glioma ERSR ind 3%, Vif-APOBEC3G blk -8%, USP1-UAF1 inh inconclusive, PI4K2A block 1, Vif-A3F inh -2%, IDH1 R132H inh 9% and LDHA inh 1.
For COc1ccccc1C(=O)N/C(=C\c1cn(S(=O)(=O)N(C)C)c2ccccc12)C(=O)N1CCCC1 the results were Glioma ERSR ind -2%, RXFP1 ag -0.1%, Vif-APOBEC3G blk 0%, USP1-UAF1 inh -15%, TrxR1 substrate 1%[57.1 µM], PI4K2A block 12, Vif-A3F inh 0%, IDH1 R132H inh -4% and LDHA inh -2&-12.
`Cc1ccc(NC(=O)C2(C)CCN2C(C)C)cc1C` (stereo not drawn) gave Glioma ERSR ind -2%, Vif-APOBEC3G blk -3%, PI4K2A block -3 and LDHA inh -3.
O=C(N/N=C\c1cccnc1)c1ccccc1O was read as Glioma ERSR ind -1%, RXFP1 ag -2.4%, Vif-APOBEC3G blk -4%, USP1-UAF1 inh -16%, TrxR1 substrate 9%[57.1 µM], PI4K2A block -2, Vif-A3F inh -4%, IDH1 R132H inh 6% and LDHA inh 4.
`S=C1N(c2ccccc2)C(c2cccc3ccccc23)N2CCCN12` (stereo not drawn) gave Glioma ERSR ind -10%, RXFP1 ag 0.1%, Vif-APOBEC3G blk 1%, USP1-UAF1 inh 0%, TrxR1 substrate -3%, PI4K2A block 2, Vif-A3F inh 1%, IDH1 R132H inh -1% and LDHA inh -10.
Screening O=C(COC(=O)CCC(=O)c1ccc(Cl)cc1)NCc1ccc(F)cc1 returned Glioma ERSR ind -5%, Vif-APOBEC3G blk 1%, USP1-UAF1 inh -20%, TrxR1 substrate 10%[57.1 µM], PI4K2A block -6, Vif-A3F inh 2%, IDH1 R132H inh 4% and LDHA inh -4.
For NC(=O)CC(NC(=O)c1cccc(Br)c1)c1ccc(NC2CCCCCCC2)c([N+](=O)[O-])c1 (stereo not drawn) the results were Glioma ERSR ind -4%, RXFP1 ag -2.1%, Vif-APOBEC3G blk -6%, USP1-UAF1 inh inconclusive, TrxR1 substrate -5%, PI4K2A block -6, Vif-A3F inh 0%, IDH1 R132H inh -3% and LDHA inh -2.
Screening Cc1ccc2c(c1)N(CC(=O)N1CCN(c3ccccc3)CC1)C(=O)C(C)O2 (stereo not drawn) returned Glioma ERSR ind -3%, RXFP1 ag 0.4%, Vif-APOBEC3G blk -3%, USP1-UAF1 inh 0%, TrxR1 substrate -1%, PI4K2A block 1, Vif-A3F inh -9%, IDH1 R132H inh 4% and LDHA inh 0.
CCCCN(CC)C(=O)C1CCC(=O)N(c2ccc(OC)cc2)C1c1ccc(OC)c(OC)c1 (stereo not drawn) was read as Glioma ERSR ind 1%, Vif-APOBEC3G blk 0%, USP1-UAF1 inh -23%, TrxR1 substrate 6%, PI4K2A block 5, Vif-A3F inh 2%, IDH1 R132H inh 4% and LDHA inh 3.
For O=c1c2ccccc2cnn1Cc1ccc(Cl)c(Cl)c1 the results were Glioma ERSR ind 0%, RXFP1 ag -2.1%, Vif-APOBEC3G blk -4%, USP1-UAF1 inh -10%, TrxR1 substrate -13%[57.1 µM], PI4K2A block -8, Vif-A3F inh -18%, IDH1 R132H inh 10% and LDHA inh -1.
CN(c1ccc(C(=O)N2CCCCC2)cc1)S(=O)(=O)c1ccccc1 was read as Glioma ERSR ind 3%, RXFP1 ag 1.2%, Vif-APOBEC3G blk 0%, USP1-UAF1 inh -3%, TrxR1 substrate 6%, PI4K2A block -9, Vif-A3F inh -2%, IDH1 R132H inh 5% and LDHA inh -2.
Screening Nc1c(C(=O)OCC(=O)Nc2ccc(OC(F)F)cc2)[nH]c(=O)[nH]c1=O returned Glioma ERSR ind -3%, RXFP1 ag 1.8%, Vif-APOBEC3G blk 1%, USP1-UAF1 inh -8%, TrxR1 substrate 4%, PI4K2A block inconclusive, Vif-A3F inh -15%, IDH1 R132H inh -1% and LDHA inh -2.
`CCCOc1ccc(C(=O)CCCC(=O)c2ccc(OCCC)cc2)cc1` gave Glioma ERSR ind 4%, RXFP1 ag -1.3%, Vif-APOBEC3G blk -6%, USP1-UAF1 inh -26%, TrxR1 substrate 4%, PI4K2A block -2, Vif-A3F inh -12%, IDH1 R132H inh -1% and LDHA inh 0.
`CCN(CC)c1ccc([N+](=O)[O-])cc1C(=O)N1CCOCC1` gave Glioma ERSR ind 1%, RXFP1 ag 2.6%, Vif-APOBEC3G blk -2%, USP1-UAF1 inh -18%, TrxR1 substrate -5%[57.1 µM], PI4K2A block 2, Vif-A3F inh -9%, IDH1 R132H inh 0% and LDHA inh -12.
Screening COc1ccc(C)cc1NC(=O)NNC(=O)C(C)Oc1ccc([N+](=O)[O-])cc1 (stereo not drawn) returned Glioma ERSR ind -1%, RXFP1 ag 0.2%, Vif-APOBEC3G blk 1%, USP1-UAF1 inh -13%, TrxR1 substrate -6%, PI4K2A block 7, Vif-A3F inh 2%, IDH1 R132H inh -6% and LDHA inh -2.
`Cc1[nH]nc(N=Cc2c(O)n(C)c(=O)n(C)c2=O)c1-c1ccccc1` gave Glioma ERSR ind -3%, RXFP1 ag -0.9%, Vif-APOBEC3G blk 0%, USP1-UAF1 inh 1%, TrxR1 substrate 26%, PI4K2A block 6, Vif-A3F inh -12%, IDH1 R132H inh 3% and LDHA inh -6.
For CC(OC(=O)c1ccco1)C(=O)Nc1ccc(C(F)(F)F)cc1 (stereo not drawn) the results were Glioma ERSR ind -4%, RXFP1 ag -1.4%, Vif-APOBEC3G blk -1%, USP1-UAF1 inh -8%, TrxR1 substrate -5%, PI4K2A block 0, Vif-A3F inh 6%, IDH1 R132H inh 6% and LDHA inh 2.
For Cc1ccc2nc(-c3cccc(Br)c3)cc(C(=O)NC3=NCCS3)c2c1 the results were Glioma ERSR ind 0%, RXFP1 ag -1.3%, Vif-APOBEC3G blk -12%, USP1-UAF1 inh -5%, TrxR1 substrate 7%[57.1 µM], PI4K2A block -4, Vif-A3F inh 5%, IDH1 R132H inh 9% and LDHA inh -1.
`CCOc1ccc2ccccc2c1/C=N/NC(=O)CNC(=O)C(c1ccccc1)c1ccccc1` gave Glioma ERSR ind 0%, RXFP1 ag 0.7%, Vif-APOBEC3G blk 2%, USP1-UAF1 inh -11%, TrxR1 substrate 3%, PI4K2A block 3, Vif-A3F inh 5%, IDH1 R132H inh -8% and LDHA inh 0.
Screening Fc1cccc(NC(=S)N2CCc3ccccc32)c1 returned Glioma ERSR ind inconclusive, RXFP1 ag 2.7%, Vif-APOBEC3G blk 4%, USP1-UAF1 inh -17%, TrxR1 substrate 0%, PI4K2A block -4, Vif-A3F inh -5%, IDH1 R132H inh -7% and LDHA inh -5.
Screening Cc1nn(Cc2ccccc2)c(C)c1C(=O)NCCN1C(=O)S/C(=C\c2ccc(F)cc2)C1=O returned Glioma ERSR ind -3%, RXFP1 ag -0.4%, Vif-APOBEC3G blk -1%, USP1-UAF1 inh -24%, TrxR1 substrate 0%, PI4K2A block -1, Vif-A3F inh -4%, IDH1 R132H inh 6% and LDHA inh -2.
Screening CC(=O)Nc1ccc2c(c1)C(=O)N(c1ccc(C)cc1)C2=O returned Glioma ERSR ind 6%, RXFP1 ag 0.7%, Vif-APOBEC3G blk 1%, USP1-UAF1 inh -10%, TrxR1 substrate 0%, PI4K2A block -10, Vif-A3F inh -1%, IDH1 R132H inh -3% and LDHA inh -2.
CN(C)c1nc2c(c(=O)[nH]c(=O)n2C)n1Cc1ccccc1Br was read as Glioma ERSR ind 0%, RXFP1 ag -2.4%, Vif-APOBEC3G blk 2%, USP1-UAF1 inh -17%, TrxR1 substrate 11%, PI4K2A block 4, Vif-A3F inh -4%, IDH1 R132H inh 6% and LDHA inh -11.
